From PubChem
Dynein transport: dynein cargo transport inhibition | 3617.4 mouse cells, GR-EGFP nuclear translocation imaging; test concentration mostly 20 µM; stimulated with dexamethasone, 1 µM; stronger effect = lower value | z-score, hits read low | 220,000 compounds, 0.47% hits;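 active means plate z-score of nuclear minus cytoplasmic receptor signal below a set negative limit, without overly bright fluorescence or cell loss, cut at about -3.5 in these data, passing the limit was not always enough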;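 further: z-score of nuclear minus cytoplasmic ring GR-EGFP intensity difference per well; some compounds called inactive have numbers as strong as hits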
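Buffer or medium – tet-free medium with charcoal-stripped serum · Signal – automated 10x imaging of fixed Hoechst-stained cells · Also added – dexamethasone agonist, 1.0 µM final, for 30 min · Incubation – induction 48 h, compound 1 h, agonist 30 min · Read-out – GR-EGFP nuclear translocation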
Autophagy mod: alters autophagy in cells | calls only at 10 µM (by protocol) | 190,000 compounds, 0.98% hits | MEF GFP-LC3 puncta imaging; test concentration mostly 10 µM;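 active means percentage of spot-positive cells more than 3 SD above its plate mean, without a fluorescence outlier flag or 80% toxicity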;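 further: spot-positive cell cutoff set from DMSO-treated cells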
AID2073: disruptors of CaV2.2 binding to Mint1 – biochemical, HTRF (AID 2073). 290,000 compounds, 0.19% hits. inhibition, % at 20 µM, or IC50 in µM where a hit was titrated. HTRF protein-protein interaction, Mint1-CaV2.2; higher % means a stronger effect; in the data active means inhibition mostly above about 51%, no sharp cut-off; further: some results filed as inactive read as strong as hits
WT yeast gro inh: growth inhibition of WT yeast, mitochondrial fusion screen. mitochondrial fusion phenotypic screen, WT strain. inhibition, % at 10 µM. 190,000 compounds, 2.1% hits. AID 1362; in the data active means inhibition above about 58%; tested in S. cerevisiae
HIV fusion peptide: inhibitors of HIV fusion peptide binding, primary screen, biochemical, uHTS, fluorescence dequenching (AID 1986); cell-free peptide binding, fluorescence dequenching, 30 min; higher % means a stronger effect; inhibition, % at 20 µM, or IC50 in µM where a hit was titrated; 290,000 compounds, 0.3% hits; in the data active means inhibition mostly above about 52%, no sharp cut-off; inactive means mostly below about 76%; further: some results filed as inactive read as strong as hits
b-catenin transl: beta-catenin nuclear translocation modulation; 190,000 compounds, 0.3% hits; nuclear translocation activity, % at 5 µM; HeLa beta-catenin nuclear translocation, immunofluorescence imaging;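 active means nuclear translocation activity above 50% at 5 µM, with a well cell count of 50 or more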;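 further: per-cell ratio of nuclear to cytoplasmic median beta-catenin stain intensity; plate controls were DMSO negative control for no effect and GSK-3 inhibitor IX positive control for full effect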
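System: HeLa cells, endogenous beta-catenin; compound dosing: 5 µM primary single dose, 0.1% DMSO, 0.02–20 µM confirmation series; incubation: 24 h compound exposure at 37°C, 5% CO2; signal: beta-catenin immunofluorescence imaging with DAPI; evaluation: % activation, nuclear-to-cytoplasmic median beta-catenin signal ratio per cell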
MT stabilize HCS: microtubule stabilizers in HeLa cells; HeLa tubulin immunostaining HCS, 24 h; share of cells brighter than vehicle mean+2SD; 200,000 compounds, 0.83% hits; % tubulin-high responders, % at 10 µM; AID 2205;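 active means plate Z-score above 3 for both tubulin-high and condensed-nucleus cell shares, with cell loss under 80%, at 10 µM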;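 further: anti alpha tubulin signal scored within the nucleus-defined area of each cell; some results filed as inactive read as strong as hits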
Ins promoter up: MIN6 insulin promoter up-regulation. MIN6 insulin promoter-GFP reporter, high-content imaging; stronger effect = higher value. z-score at 5 µM. 190,000 compounds, 0.3% hits. AID 1625;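 active means z-score above 3 at 5 µM with at least 500 cells counted in the well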
Yfh1-depleted yeast: enhancers of respiration in Yfh1-depleted yeast, dose response, Friedreich's ataxia, plus single-dose screen (AID 1465). S. cerevisiae Yfh1-off respiration, WST-1 reduction, 72 h; higher fold induction means a stronger effect. one-dose fold induction at 50 µM; EC50 in µM for titrated hits. 220,000 compounds, 0.074% hits;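 active means fold induction of absorbance versus untreated yeast above a set limit, then at least 30% activation at any dose in follow-up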;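 further: activators that raise dye reduction in frataxin-depleted yeast; strong numbers were not always called active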
WT yeast gro inh mutant strain: further read-out of WT yeast gro inh, marked with its call; inhibition, %; mitochondrial fusion phenotypic screen, mutant strain inhibition
Dynein transport cytoplasmic EGFP: second read-out of Dynein transport, no call of its own (marks repeat the call); z-score; measured here: cytoplasmic GR-EGFP intensity; stronger effect = higher value
Dynein transport nuclear GR-EGFP: second read-out of Dynein transport, no call of its own (marks repeat the call); z-score; measured here: nuclear GR-EGFP intensity;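 lower value marks the stronger effect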
Dynein transport cell count: also measured in Dynein transport; calls as there; z-score; measured here: cell count per field
Ins promoter up cell count: recorded beside Ins promoter up, whose call it bears; cell count; measured here: cytotoxicity, nuclei count;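 total cells summed across four imaged fields per well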
b-catenin transl cell count 5 µM: recorded beside b-catenin transl, whose call it bears; cell count; measured here: cell count, cytotoxicity flag
MT stabilize HCS Hoechst-high %: second read-out of MT stabilize HCS, no call of its own (marks repeat the call); % Hoechst-high responders; measured here: nuclear condensation Hoechst responders;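 share of cells brighter than vehicle mean plus two SD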
MT stabilize HCS cytotoxicity %: recorded beside MT stabilize HCS, whose call it bears; toxicity, %; measured here: cytotoxicity by cell density;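 0% = mean cell density of plate MIN control wells and 100% = no cells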
Autophagy mod cell loss 18 h: further read-out of Autophagy mod, marked with its call; toxicity, %; measured here: cell loss, nuclei count;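 cell loss after 18 h compound exposure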
Numbers without * were called inactive.

What do the screens show for `CC(=O)Nc1ccc(/C=N/NC(=O)CCN2CCN(c3ccccc3)CC2)cc1`?
Dynein transport: -0.0834; Autophagy mod: inactive; AID2073: 2.1%; WT yeast gro inh: 2.8; HIV fusion peptide: -2.3%; b-catenin transl: 3.2; MT stabilize HCS: 6.3; Ins promoter up: -0.06; Yfh1-depleted yeast: inactive; WT yeast gro inh mutant strain: -2.7; Dynein transport cytoplasmic EGFP: -0.358; Dynein transport nuclear GR-EGFP: 0.232; Dynein transport cell count: 0.485; Ins promoter up cell count: 1271; b-catenin transl cell count 5 µM: 1029; MT stabilize HCS Hoechst-high %: 1.5; MT stabilize HCS cytotoxicity %: 10.1; Autophagy mod cell loss 18 h: -2.5

Results for CCCc1nnc(NC(=O)CCC(=O)N2CCN(S(=O)(=O)c3ccc(C)cc3)CC2)s1 ?
Dynein transport: -0.946; AID2073: -5.1%; HIV fusion peptide: -1.5%; b-catenin transl: -0.4; Ins promoter up: -0.34; Yfh1-depleted yeast: inactive; Dynein transport cytoplasmic EGFP: -0.263; Dynein transport nuclear GR-EGFP: -0.509; Dynein transport cell count: 1.48; Ins promoter up cell count: 1010; b-catenin transl cell count 5 µM: 1321

What do the screens show for `C=CCOc1ccccc1CNc1cccc(F)c1`?
Dynein transport: -0.776; Autophagy mod: inactive; AID2073: 0.0%; WT yeast gro inh: 23.0; HIV fusion peptide: 2.5%; b-catenin transl: -2.0; MT stabilize HCS: 1.8; Yfh1-depleted yeast: inactive; WT yeast gro inh mutant strain: -12.6; Dynein transport cytoplasmic EGFP: -0.252; Dynein transport nuclear GR-EGFP: -0.694; Dynein transport cell count: 0.657; b-catenin transl cell count 5 µM: 990; MT stabilize HCS Hoechst-high %: 1.9; MT stabilize HCS cytotoxicity %: 6.3; Autophagy mod cell loss 18 h: 39.0

Results for CCOc1ccc(C(=O)Cc2ccc3oc(C(=O)O)cc3c2)c(O)c1 ?
Dynein transport: -0.705; Autophagy mod: inactive; AID2073: 6.7%; WT yeast gro inh: 1.8; HIV fusion peptide: 20.5%; b-catenin transl: 2.0; MT stabilize HCS: 1.3; Yfh1-depleted yeast: inactive; WT yeast gro inh mutant strain: -1.5; Dynein transport cytoplasmic EGFP: 0.0407; Dynein transport nuclear GR-EGFP: 0.147; Dynein transport cell count: -1.58; b-catenin transl cell count 5 µM: 984; MT stabilize HCS Hoechst-high %: 1.4; MT stabilize HCS cytotoxicity %: 7.0; Autophagy mod cell loss 18 h: -2.1

How did O=C(NN=C1CCN(Cc2ccccc2)CC1)c1cccc(S(=O)(=O)Nc2ccccc2Cl)c1 do in these assays?
Dynein transport: -0.222; Autophagy mod: inactive; AID2073: 2.7%; WT yeast gro inh: 2.9; HIV fusion peptide: -0.4%; b-catenin transl: 0.1; MT stabilize HCS: 2.7; Ins promoter up: 3.03*; Yfh1-depleted yeast: inactive; WT yeast gro inh mutant strain: 8.9; Dynein transport cytoplasmic EGFP: -0.201; Dynein transport nuclear GR-EGFP: -0.0298; Dynein transport cell count: -0.181; Ins promoter up cell count: 1446*; b-catenin transl cell count 5 µM: 1076; MT stabilize HCS Hoechst-high %: 2.0; MT stabilize HCS cytotoxicity %: 13.4; Autophagy mod cell loss 18 h: -10.1

Results for O=C(Nc1c(F)cc(F)cc1Br)c1cc(S(=O)(=O)N2CCN(c3ccccn3)CC2)ccc1F ?
Dynein transport: 1.14; Autophagy mod: inactive; AID2073: 17.5%; WT yeast gro inh: 26.7; HIV fusion peptide: -1.8%; b-catenin transl: 0.8; MT stabilize HCS: 2.9; Ins promoter up: 0.43; Yfh1-depleted yeast: inactive; WT yeast gro inh mutant strain: -1.7; Dynein transport cytoplasmic EGFP: -0.3; Dynein transport nuclear GR-EGFP: 0.433; Dynein transport cell count: -0.145; Ins promoter up cell count: 1096; b-catenin transl cell count 5 µM: 1069; MT stabilize HCS Hoechst-high %: 0.8; MT stabilize HCS cytotoxicity %: 1.8; Autophagy mod cell loss 18 h: 3.8

How did COc1cccc(N2CCN(c3ccc(S(=O)(=O)N4CCCC4)cc3)CC2)c1 do in these assays?
Dynein transport: 1.35; Autophagy mod: inactive; AID2073: -4.9%; WT yeast gro inh: 16.6; HIV fusion peptide: -3.5%; b-catenin transl: -1.8; MT stabilize HCS: 3.8; Ins promoter up: 1.04; Yfh1-depleted yeast: inactive; WT yeast gro inh mutant strain: 8.2; Dynein transport cytoplasmic EGFP: -0.029; Dynein transport nuclear GR-EGFP: 0.624; Dynein transport cell count: -1.18; Ins promoter up cell count: 1244; b-catenin transl cell count 5 µM: 1409; MT stabilize HCS Hoechst-high %: 2.1; MT stabilize HCS cytotoxicity %: 0.2; Autophagy mod cell loss 18 h: 10.1

What do the screens show for `NC(=O)c1nc(-c2ccco2)nc2c1[nH]c(=O)n2-c1ccc(Cl)c(Cl)c1`?
Dynein transport: -0.204; AID2073: 38.5%; HIV fusion peptide: 18.1%; b-catenin transl: 1.2; Yfh1-depleted yeast: inactive; Dynein transport cytoplasmic EGFP: -0.778; Dynein transport nuclear GR-EGFP: -0.395; Dynein transport cell count: -0.0908; b-catenin transl cell count 5 µM: 1205

Results for C/C(=N\Nc1nc(C)cc(-c2ccccc2)n1)c1ccc(C)o1 ?
Dynein transport: 0.489; Autophagy mod: inactive; AID2073: 16.0%; WT yeast gro inh: -6.7; HIV fusion peptide: -2.5%; b-catenin transl: -0.7; MT stabilize HCS: 1.7; Ins promoter up: -1.19; Yfh1-depleted yeast: inactive; WT yeast gro inh mutant strain: -17.8; Dynein transport cytoplasmic EGFP: -0.193; Dynein transport nuclear GR-EGFP: 1.03; Dynein transport cell count: -0.436; Ins promoter up cell count: 1437; b-catenin transl cell count 5 µM: 1372; MT stabilize HCS Hoechst-high %: 2.3; MT stabilize HCS cytotoxicity %: 11.1; Autophagy mod cell loss 18 h: -27.2

What do the screens show for `COc1ccc(NC(=O)c2ccc(NS(=O)(=O)c3c(C)noc3C)cc2)cc1OC`?
Dynein transport: -0.207; Autophagy mod: inactive; AID2073: 10.6%; WT yeast gro inh: 10.1; HIV fusion peptide: 0.1%; b-catenin transl: -0.8; MT stabilize HCS: 1.1; Ins promoter up: 0.82; Yfh1-depleted yeast: inactive; WT yeast gro inh mutant strain: -14.2; Dynein transport cytoplasmic EGFP: -0.185; Dynein transport nuclear GR-EGFP: 0.0292; Dynein transport cell count: -0.505; Ins promoter up cell count: 1483; b-catenin transl cell count 5 µM: 820; MT stabilize HCS Hoechst-high %: 1.3; MT stabilize HCS cytotoxicity %: 4.6; Autophagy mod cell loss 18 h: -5.3

How did CC(=O)NC(CC(=O)NC1CCCCCC1)c1ccccc1 (stereo not drawn) do in these assays?
Dynein transport: 0.246; Autophagy mod: inactive; AID2073: 2.3%; WT yeast gro inh: -14.5; HIV fusion peptide: 0.5%; b-catenin transl: -6.2; MT stabilize HCS: 1.1; Ins promoter up: 0.04; Yfh1-depleted yeast: inactive; WT yeast gro inh mutant strain: -2.4; Dynein transport cytoplasmic EGFP: -0.191; Dynein transport nuclear GR-EGFP: 0.423; Dynein transport cell count: -0.928; Ins promoter up cell count: 1385; b-catenin transl cell count 5 µM: 556; MT stabilize HCS Hoechst-high %: 2.0; MT stabilize HCS cytotoxicity %: 4.6; Autophagy mod cell loss 18 h: 0.4

How did O=c1c(N2CCOCC2)c(N2CCOCC2)c1=O do in these assays?
Dynein transport: -0.0714; AID2073: 2.4%; HIV fusion peptide: -1.1%; b-catenin transl: 0.6; Ins promoter up: 3.02*; Yfh1-depleted yeast: inactive; Dynein transport cytoplasmic EGFP: -0.215; Dynein transport nuclear GR-EGFP: 0.349; Dynein transport cell count: 0.73; Ins promoter up cell count: 911*; b-catenin transl cell count 5 µM: 1379

Results for Cc1ccccc1Nc1c(-c2ccc(N3CCOCC3)cc2)nc2cnccn12 ?
Dynein transport: -0.234; AID2073: 11.5%; HIV fusion peptide: -2.1%; b-catenin transl: -0.8; Ins promoter up: -0.9; Yfh1-depleted yeast: inactive; Dynein transport cytoplasmic EGFP: -0.287; Dynein transport nuclear GR-EGFP: 0.323; Dynein transport cell count: 0.596; Ins promoter up cell count: 1011; b-catenin transl cell count 5 µM: 1351

What do the screens show for `Cc1ccc(C)c(Cn2c(=O)n(CCC(=O)NCc3ccco3)c(=O)c3ccccc32)c1`?
Dynein transport: 0.761; Autophagy mod: inactive; AID2073: 2.1%; WT yeast gro inh: 56.4; HIV fusion peptide: 3.7%; b-catenin transl: -0.9; MT stabilize HCS: 1.7; Ins promoter up: -0.27; WT yeast gro inh mutant strain: 0.8; Dynein transport cytoplasmic EGFP: -0.147; Dynein transport nuclear GR-EGFP: 0.732; Dynein transport cell count: 0.325; Ins promoter up cell count: 2000; b-catenin transl cell count 5 µM: 1145; MT stabilize HCS Hoechst-high %: 2.4; MT stabilize HCS cytotoxicity %: 2.4; Autophagy mod cell loss 18 h: 0.8
